EphA4 KYL inhibition = EphA4 ligand-binding antagonists – biochemical, colorimetric, mouse EphA4, primary screen (AID 689). EphA4-AP binding to KYL peptide, pNPP A405; higher % means a stronger effect. inhibition, % at 10 µM, or IC50 in µM where a hit was titrated. 62,000 tested, 0.1% active; in the data active means a potency from the dose series; inactive means the rest, 99 in 100 with inhibition below about 22%
* marks the source's active call; other numbers are inactive results. A portion of the library; rates above refer to the full screens.

SMILES	EphA4 KYL inhibition
CCOCCCNC(=O)CCS(=O)(=O)Cc1ccc(C)cc1	-30%
CCOc1cc(C2C(C(=O)N3CCCCC3)=C(C)NC3=C2C(=O)CC(C)(C)C3)ccc1O (stereo unspecified)	-13%
COc1cccc(CN2CCN(C(=O)CC(C)C)CC2)c1	-9%
Cc1cc(C)c2c(-n3cccc3)nn(CC#N)c2n1	2%
COc1ccc(OC)c(S(=O)(=O)Nc2ccc(C)c(C)c2)c1	-8%
CCOc1ccc(N2CC(=O)N/C2=N\c2nc(C)cc(C)n2)cc1	-29%
Cc1ccc(NC(=O)Nc2ccccc2C#N)c(Cl)c1	-6%
O=[N+]([O-])c1ccc(-c2cn3c(n2)sc2ccccc23)cc1	13%
CC(=O)/C=N/Nc1ccccc1	3%
O=C(CN1CCN(c2ncc(C(F)(F)F)cc2Cl)CC1)N1CCN(c2ncc(C(F)(F)F)cc2Cl)CC1	6%
Cc1nc2c(C#N)c[nH]n2c(=O)c1Cc1ccccc1	-1%
CC(C)NC(=O)c1onc(CSc2ccc(C(C)C)cc2)c1C(=O)O	-7%
Cc1c(N=Cc2nc3ccccc3[nH]2)c(=O)n(-c2ccccc2)n1C	0%
CCn1c2ccccc2c2cc(NC(=O)C(C)Oc3ccccc3)ccc21 (stereo unspecified)	5%
CCOC(=O)c1c(C)n(C)c2cc(Br)c(C(=O)OC)cc12	-4%
Cc1c(C(=O)Nc2cccc([N+](=O)[O-])c2)csc1-c1ccccc1	-7%
COc1ccc(F)cc1S(=O)(=O)NC(Cc1ccccc1)C(N)=O (stereo unspecified)	-2%
O=c1cc(O)nc2n1CCCS2	-1%
CCc1nnc(NC(=O)Nc2ccc(OC)cc2)s1	-22%
O=C(NC1c2ccccc2-c2ccccc21)N1CCOCC1	-10%

7 compounds out of the list, arranged by heavy-atom count, falling.
SMILES	EphA4 KYL inhibition
O=C(CN1CCN(c2ncc(C(F)(F)F)cc2Cl)CC1)N1CCN(c2ncc(C(F)(F)F)cc2Cl)CC1	6%
CC(C)NC(=O)c1onc(CSc2ccc(C(C)C)cc2)c1C(=O)O	-7%
Cc1c(C(=O)Nc2cccc([N+](=O)[O-])c2)csc1-c1ccccc1	-7%
O=C(NC1c2ccccc2-c2ccccc21)N1CCOCC1	-10%
COc1cccc(CN2CCN(C(=O)CC(C)C)CC2)c1	-9%
Cc1ccc(NC(=O)Nc2ccccc2C#N)c(Cl)c1	-6%
CC(=O)/C=N/Nc1ccccc1	3%

Continuation:
SMILES	EphA4 KYL inhibition
Cc1cccc(-c2c3c(=O)n(C)c(=O)n(C)c3cn2C(C)(C)C)c1	-6%
COc1ccc(NC(=O)N2CCC(NC(=O)c3ccco3)CC2)cc1	-8%
CCn1cnc2sc(C(=O)N3CCN(Cc4ccc5c(c4)OCO5)CC3)c(C)c2c1=O	-2%
CCn1c(C)nc2cc(C(=O)Nc3ccccc3)ccc21	-3%
CCc1ccc2nc3nc(C)cc(C)c3c(N)c2c1	-7%
CCC(C)C(NC(=O)C1CCC(C)CC1)C(=O)NCc1ccccn1 (stereo unspecified)	-17%
COc1cc(C(=O)N2CCN(c3ncnc4sc(C)c(C)c34)CC2)cc(OC)c1OC	-1%
CCCCOC(=O)c1ccc(NC(=S)NC(=O)c2c(Cl)cnn2C)cc1	-5%
O=C(C/C=N/OCc1c(Cl)cccc1Cl)c1ccccc1	-8%
O=C(CCCN1C(=O)/C(=C\c2cccc(Br)c2)SC1=S)Nc1ccc(C(=O)O)cc1	-3%
COc1ccc(Nc2cc(C)nc(-n3nc(C)cc3C)n2)cc1	9%
COc1ccc(-c2ccc(-c3noc(-c4cccc(OC)c4)n3)c(OC)n2)cc1	11%
COc1ccc(NC(=O)C(=O)NCc2ccccn2)c(OC)c1	-3%
CN(CC(=O)NCc1ccccc1)S(=O)(=O)c1cnc[nH]1	-1%
CCc1ccc(OCC(O)CN2CCN(c3ccccc3)CC2)cc1 (stereo unspecified)	1%
COc1cc(C(=O)Nc2nncs2)cc(OC)c1OC	-6%
c1csc(-n2nc3ccccc3n2)c1	3%
CCn1cc(/C=N\NC(=O)c2csc3ccccc23)c(C)n1	-5%
Cc1ccc(S(=O)(=O)Nc2c(C)nn(C)c2C)cc1	-10%
O=C(O)CSCCC(=O)Nc1ccc(F)cc1	-4%
CC(C)OC(=O)CSc1nnc(-c2ccc(Cl)cc2)n1N	-7%
COC(=O)c1cc2n3ccccc3c(C)c(-c3ccccc3)c-2c1C(=O)OC	2%
CC1=C(C#N)C(c2cccnc2)C2=C(CC(C)(C)CC2=O)N1 (stereo unspecified)	-7%
O=P(O)(CCc1ccccc1)C(O)c1ccccc1 (stereo unspecified)	-6%
CCCn1c(NCc2ccc(N(C)C)cc2)nc2ccccc21	-5%
Nc1cc(N)nc(SCC(=O)N2CCN(C(=O)c3ccco3)CC2)n1	-10%
Cc1ccc(-n2nc3cc(C)c(NC(=O)c4ccccc4I)cc3n2)cc1	6%
COc1ccccc1NC(=O)c1cc2ccccc2o/c1=N\O	-5%
COc1cc(NC(=O)c2ccco2)c(OC)cc1NC(=O)CSc1nnc(-c2cccs2)n1C	-2%
CCOc1ccc(C2=Nn3c(nnc3-c3ccccc3OC)SC2)cc1	-9%
CCOC(=O)C1=C(O)/C(=C/c2cc(OC)c(OC)c(OC)c2)N=C1C	-7%
CCS(=O)(=O)C(=C(Nc1ccc(OC)cc1)Nc1ccc(OC)cc1)S(=O)(=O)CC	-5%
CCOc1cc(/C=C2\C=C(c3ccc(Br)cc3)OC2=O)ccc1OC(C)=O	7%
COC(=O)c1c(C)oc2ccc(OC(C)=O)cc12	-2%
O=C(Nc1ccc(S(=O)(=O)NC(=O)C2CCCCC2)cc1)c1cccc(Br)c1	-15%
CCC(C)NC(=O)CN(c1ccc(OC)cc1)S(=O)(=O)c1ccc(NC(C)=O)cc1 (stereo unspecified)	-13%
COc1ccc(CN2CCN(C(=O)CC(C)C)CC2)cc1OC	6%
CC(=O)NC1(C(F)(F)F)C(=O)N(Cc2ccccc2)C2=C1C(=O)CC(C)(C)C2 (stereo unspecified)	-18%
CC1(C)CC(=O)C2=C(C1)N(Cc1ccco1)C(=O)C2(NC(=O)c1ccc(Cl)cc1Cl)C(F)(F)F (stereo unspecified)	-9%
Cc1ccccc1OCC1Cc2c(nc(N)c(C#N)c2N)O1 (stereo unspecified)	-6%
CCOc1ccccc1CNC(=O)Cn1c(=O)oc2ccccc21	-4%
c1ccc(CNc2ncnc3c2oc2ccccc23)nc1	-8%
O=C(c1cccs1)N(Cc1ccccn1)Cc1ccco1	1%
Cc1ccc(NC(=S)NC2CC3CCCC(C2)N3Cc2cccs2)cc1 (stereo unspecified)	-9%
O=C(CN(c1cccc([N+](=O)[O-])c1)S(=O)(=O)c1ccccc1)Nc1ccccc1Cl	-12%
CCOC(=O)C1=C(C)N=c2s/c(=C/c3cc(Cl)c(OCC(=O)O)c(OC)c3)c(=O)n2C1c1ccccc1Cl (stereo unspecified)	-6%
O=C1NC(=S)NC(=O)C1=Cc1cccc(Cl)c1Cl	4%
CCOC(=O)C1=C(C)N=c2s/c(=C\c3ccc(C)o3)c(=O)n2C1c1cccc(OC)c1 (stereo unspecified)	31%
Cc1ccc2cc3c(NC(=O)c4ccco4)nn(C)c3nc2c1	15%
C=CCOc1ccc(/C=C2\SC(=S)N(c3ccc(OC)cc3)C2=O)cc1OC	25%
CCCOC(=O)CN1C(=O)c2ccc(C(=O)OCCC)cc2C1=O	-5%
O=C(Nc1ccccc1)N1CCN2C(=O)c3ccccc3C12c1ccccc1 (stereo unspecified)	-5%
CCOC(=O)C1=C(C)N=c2s/c(=C\c3sccc3C)c(=O)n2C1c1cc(OC)ccc1OC (stereo unspecified)	1%
Cc1cc(OCC(=O)NCC(C)C)cc(C)c1Br	5%
Nc1cc(=O)nc(SCC(=O)NC2CCCCC2)n1-c1ccccc1	-13%
CC(C)c1ccc(/C=C(\C(=O)c2ccccc2Cl)c2nc3ccccc3o2)cc1	-6%
Cc1cc(C)c(S(=O)(=O)N2CCN(c3ccc([N+](=O)[O-])c(NCC4CCCO4)c3)CC2)c(C)c1 (stereo unspecified)	-12%
COc1ccc2cc(-c3cc(C(=O)O)c4ccccc4n3)ccc2c1	-5%
COc1c(/C=N/Nc2nc(N3CCCCC3)nc(N3CCCCC3)n2)cccc1[N+](=O)[O-]	37%
Cc1ccccc1Cn1c(=O)n(CCC(=O)NCc2ccc3c(c2)OCO3)c(=O)c2ccccc21	-10%

Individual results from the results shown.
`CC(C)c1ccc(/C=C(\C(=O)c2ccccc2Cl)c2nc3ccccc3o2)cc1` | EphA4 KYL inhibition = -6%
`Cc1cc(OCC(=O)NCC(C)C)cc(C)c1Br` | EphA4 KYL inhibition = 5%

Continued:
SMILES	EphA4 KYL inhibition
Cc1cccc(OCCSCc2nc3ccccc3[nH]2)c1	1%
COc1ccc(Cl)cc1NC(=O)CCCN1C(=O)CCC1=O	2%
O=C(OCC(=O)N1CCCCC1)c1c[nH]c(=O)[nH]c1=O	-15%
O=C(O)C(=O)/C(=C\c1ccccc1)c1ccc2ccccc2n1	-9%
COc1ccc(OCCC(=O)OCC(=O)NCc2ccco2)cc1	15%
O=C1CC(c2ccccc2)Sc2ccccc2N1 (stereo unspecified)	3%
COc1ccc(C2C(C(=O)Nc3ccccc3OC)=C(C)Nc3nnnn32)c(OC)c1 (stereo unspecified)	2%
CCOc1cc(/C=N/NC(=O)COc2ccc(C)cc2)ccc1OC(=O)c1cccs1	6%
N#Cc1ccc(-c2ccc(F)cc2)nc1Sc1ccc(F)cc1	-2%
CCCC(=O)Nc1nc(C)c(-c2csc(Nc3ccccc3C)n2)s1	-2%
CSc1ccc(/C=C/C(=O)c2ccc(NC(=O)C(C)C)cc2)cc1	-7%
O=C(O)CN1C(=O)SC(Nc2ccccc2C(=O)O)C1=O (stereo unspecified)	-8%
CCOC(=O)c1[nH]c(C)c(/C=N/O)c1C	-44%
COc1ccc(S(=O)(=O)N(CCc2ccccc2)CC(=O)Nc2ccccc2Cl)cc1	-1%
Cc1cc(Oc2ccccc2F)nc(NCc2ccccc2)n1	0%
CCc1ccc(NC(=O)CSc2nnc(-c3cccs3)n2CC)cc1	-4%
CSc1ccc(/C=N\NC(=O)COc2ccc(Cl)cc2Br)cc1	5%
O=C(NC1CCCCCC1)c1ccc(N2CCCC2=O)cc1	-12%
Cc1ccccc1C(=O)Oc1ccc(Br)cc1C(=S)N1CCCC1	-5%
Cc1cccc(-c2nc(CSCC(=O)N3CCN(c4ccccn4)CC3)c(C)o2)c1	-11%
O=C(Nc1cccnc1)c1cc(-c2cccnc2)nc2ccc(Br)cc12	-12%
COc1ccc(/C=C/C(=O)c2ccc(Br)cc2)cc1[N+](=O)[O-]	-4%
NC(=O)c1cc(Cl)cn(-c2ccccc2)c1=O	3%
O=C(Nc1cccnc1)c1cn(-c2ccccc2)nc1-c1cccs1	-2%
Cc1ccc(CNC(=O)CSc2nc3ccccc3c3nc(C)nn23)cc1	2%
CC(=O)Nc1ccc(C2(O)COc3ccccc3O2)cc1 (stereo unspecified)	-10%
COc1ccc(NC(=O)CSc2nnc(-c3ccccn3)n2Cc2ccco2)cc1OC	-14%
CNC(=S)NNC(=O)c1sccc1OCc1ccc(C)cc1	-5%
COc1cccc(Cn2nnc(C(=O)Nc3cc(C)ccc3OC)c2N)c1	-3%
Cc1ccc(SCCNC(=O)c2ccccc2)cc1	-15%
Cc1ccccc1NCn1c(=S)oc2ccccc21	2%
O=C(Nc1cc(Cl)cc(Cl)c1)c1ccc(S(=O)(=O)N2CCCCC2)cc1	5%
Cc1nonc1NC(=O)Nc1cccnc1	-11%
CC(NC(=O)c1ccc(F)cc1)c1ccc2c(c1)CCCC2 (stereo unspecified)	-10%
COc1ccc(OC)c2sc(NC(=O)C3=COCCO3)nc12	-11%
N#Cc1ccccc1-n1c(N)c(C(=O)N2CCCC2)sc1=S	-5%
Cc1ccc(NC(=O)c2ccc(CSc3nnc(C)s3)cc2)c(C)c1	-13%
c1ccc(-c2cn(-c3ccccc3)nc2-c2ccccc2)cc1	4%
COc1ccc(CCNC(=O)COC(=O)c2ccc(Br)o2)cc1	8%
Cc1nc(NCC2CCCO2)[nH]c(=O)c1CCC(C)C (stereo unspecified)	-10%
COc1ccc(OC)c(CC(NC(C)=O)C(=O)NC2CCN(c3nc(C)cc(C)c3C#N)CC2)c1 (stereo unspecified)	2%
CN1C(=O)NC(c2ccccc2)C2=C1CN(c1cccc(C(F)(F)F)c1)C2=O (stereo unspecified)	4%
CN(C)S(=O)(=O)c1cccc(COC(=O)C2=COCCO2)c1	-6%
On1c(-c2ccccc2)nc2ccc(Cl)cc21	-11%
COc1ccc(C2=NOC(C(=O)NCc3ccco3)C2)cc1OC (stereo unspecified)	2%
Cc1c(Cl)cccc1NC(=O)CSc1nnc(C)n1-c1ccccc1	3%
COCCCNc1nc2c([nH]1)c(=O)[nH]c(=O)n2C	-21%

Seven successive entries from above, for reference:
SMILES	EphA4 KYL inhibition
COc1ccc(NC(=O)C(=O)NCc2ccccn2)c(OC)c1	-3%
CN(CC(=O)NCc1ccccc1)S(=O)(=O)c1cnc[nH]1	-1%
CCc1ccc(OCC(O)CN2CCN(c3ccccc3)CC2)cc1 (stereo unspecified)	1%
COc1cc(C(=O)Nc2nncs2)cc(OC)c1OC	-6%
c1csc(-n2nc3ccccc3n2)c1	3%
CCn1cc(/C=N\NC(=O)c2csc3ccccc23)c(C)n1	-5%
Cc1ccc(S(=O)(=O)Nc2c(C)nn(C)c2C)cc1	-10%

Sorted by value in EphA4 KYL inhibition (high to low): some entries from above
SMILES	EphA4 KYL inhibition
CN1C(=O)NC(c2ccccc2)C2=C1CN(c1cccc(C(F)(F)F)c1)C2=O (stereo unspecified)	4%
Cc1c(Cl)cccc1NC(=O)CSc1nnc(C)n1-c1ccccc1	3%
COc1ccc(C2=NOC(C(=O)NCc3ccco3)C2)cc1OC (stereo unspecified)	2%
CN(C)S(=O)(=O)c1cccc(COC(=O)C2=COCCO2)c1	-6%
On1c(-c2ccccc2)nc2ccc(Cl)cc21	-11%

Screening data as filed in PubChem BioAssay.
